RAD54 branch: inhibitors of human RAD54 branch migration, primary screen, biochemical, fluorescence, single point. 360,000 compounds, 0.14% hits. RAD54 Holliday junction branch migration, FAM/BHQ fluorescence. inhibition, % at 10.4 µM. AID 602329, 2012;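 active = mean normalized replicate activity at least 40 and at least half of replicates scoring 40 or more; inconclusive = only one of the two criteria met; inactive = mean below 40 and under half of replicates reaching 40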;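 note: 0% = median of neutral control wells and 100% = median of positive control wells; inhibitors cause a drop in the FAM fluorescence signal; in these data hits start at about 50%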
Target sequence (Q92698 whole entry, looked up): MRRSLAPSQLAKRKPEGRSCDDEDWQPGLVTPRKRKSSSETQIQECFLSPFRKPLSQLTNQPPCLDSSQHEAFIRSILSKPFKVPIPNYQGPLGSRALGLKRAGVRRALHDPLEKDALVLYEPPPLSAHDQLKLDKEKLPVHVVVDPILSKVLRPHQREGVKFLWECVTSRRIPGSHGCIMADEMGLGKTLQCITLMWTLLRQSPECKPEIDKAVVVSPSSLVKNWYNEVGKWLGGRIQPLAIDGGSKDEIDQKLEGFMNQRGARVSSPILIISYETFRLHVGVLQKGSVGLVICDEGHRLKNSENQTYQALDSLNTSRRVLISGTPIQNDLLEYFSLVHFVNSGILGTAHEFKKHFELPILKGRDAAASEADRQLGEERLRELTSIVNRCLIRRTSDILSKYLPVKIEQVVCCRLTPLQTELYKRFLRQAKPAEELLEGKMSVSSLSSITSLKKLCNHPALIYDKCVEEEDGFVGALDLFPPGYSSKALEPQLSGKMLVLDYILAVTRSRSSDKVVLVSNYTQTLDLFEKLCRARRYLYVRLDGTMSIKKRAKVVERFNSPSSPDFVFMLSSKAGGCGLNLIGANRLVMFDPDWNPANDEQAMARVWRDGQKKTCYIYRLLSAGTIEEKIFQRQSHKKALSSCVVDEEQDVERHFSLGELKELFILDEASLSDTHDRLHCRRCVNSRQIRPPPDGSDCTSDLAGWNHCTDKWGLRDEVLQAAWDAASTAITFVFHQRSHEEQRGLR
FN deposit inh: inhibitors of fibronectin matrix deposition, primary screen, AH1F cells, Alexa488-fibronectin fluorescence, plate reader; AID 743247, 2014; inhibition, % at 12.6 µM; 350,000 compounds, 0.086% hits; AH1F fibroblasts, overnight;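 active = mean inhibition across replicates of 30% or more, regardless of how many single replicates reach that level; inconclusive = mean under 30% yet at least half of replicates reach 30%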;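 note: positive control wells lacked labelled fibronectin entirely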
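material = AH1F fibroblast monolayer depositing Alexa488-labelled fibronectin into matrix | amount = 10000 AH1F cells/well | buffer or medium = DMEM plus 2% serum, read in PBS | incubation = 1 h cell adhesion before compound, then overnight fibronectin incubation | detection = fluorescence at 485 nm excitation, 525 nm emission | evaluation = percent inhibition as loss of matrix-bound fibronectin fluorescence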
esBAF inh: Bmi1 luciferase reporter increase in mESCs, primary screen, esBAF inhibitor project, mouse ES cells, Bmi1 luciferase knock-in, single point | AID 602393, 2012 | 350,000 compounds, 2% hits | 24 h; 100% = twice the neutral-well signal | reporter increase, % at 12.5 µM; in the data active = activation above about 40%; inconclusive = no clear call, values can overlap the other calls;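 note: 0% = median of the plate's neutral control wells and 100% = double that signal; a rise in the Bmi1 reporter signal indicates esBAF inhibition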
* hit, by the source's call.

Results for Cc1ccc(-n2c3c(cc(C(=O)NC4CCSC4=O)c2=O)C(=O)CCC3)cc1 (centres undefined) ?
RAD54 branch: 9; FN deposit inh: 3; esBAF inh: -9

What do the screens show for `CCOC(=O)CNC(=O)c1c(C)nn(-c2ccccc2)c1Cl`?
RAD54 branch: 3; FN deposit inh: -5; esBAF inh: 1

How did Cc1ccc(/C=N/NC(=O)Cc2c[nH]c3ccccc23)c(C)c1 do in these assays?
RAD54 branch: -3; FN deposit inh: 7; esBAF inh: -5

How did Cc1cccc(N2CCN(C(=O)C3CCN(S(=O)(=O)c4cnc[nH]4)CC3)CC2)c1C do in these assays?
RAD54 branch: 0; FN deposit inh: 0; esBAF inh: 8

What do the screens show for `CCOC(=O)CSc1nc(-c2ccccc2)nc2ccc(F)cc12`?
RAD54 branch: -14; FN deposit inh: -2; esBAF inh: 2

Results for COc1ccc(NC(=O)c2cc3c(-c4ccc(OC)c(OC)c4)nn(C)c3s2)cc1OC ?
RAD54 branch: 7; FN deposit inh: -19; esBAF inh: 6

Results for CCn1c(SC(=O)NC2CCCCC2)nnc1-c1cccs1 ?
RAD54 branch: 3; FN deposit inh: 1; esBAF inh: 0

Results for CCc1nn2cc(-c3ccccc3)nc2s1 ?
RAD54 branch: -1; FN deposit inh: -11; esBAF inh: -71

How did Cc1ccc(S(=O)(=O)N(CCCN2CCCC2=O)Cc2cc3c(C)ccc(C)c3[nH]c2=O)cc1 do in these assays?
RAD54 branch: 2; FN deposit inh: -3; esBAF inh: -5

How did CC(=O)Nc1ccc(NC(=O)Cn2c(-c3ccc(F)cc3)cnc2SCC(=O)Nc2c(C)cccc2C)cc1 do in these assays?
RAD54 branch: -4; FN deposit inh: -10; esBAF inh: -2

What do the screens show for `CCCNS(=O)(=O)c1ccc(OC)c(Cl)c1Cl`?
RAD54 branch: 2; FN deposit inh: -9; esBAF inh: 0

How did CC1CN(Cc2cc(=O)[nH]c(C3CC3)n2)CC(C)O1 (centres undefined) do in these assays?
RAD54 branch: -4; FN deposit inh: 3; esBAF inh: -6

Results for Cc1nnc(NC(=O)CSc2nnc(-c3ccoc3C)n2CC(C)C)s1 ?
RAD54 branch: 4; FN deposit inh: 0; esBAF inh: -5

How did CCc1ccc2c(c1)cc(CN(C(=S)Nc1ccccc1Cl)C1CC1)c1nnnn12 do in these assays?
RAD54 branch: 2; FN deposit inh: 1; esBAF inh: 3

How did O=C(CSc1nc2ccccc2c(=O)n1NC(=O)Cc1ccccc1)NCc1ccccc1Cl do in these assays?
RAD54 branch: -2; FN deposit inh: -10; esBAF inh: -3

Results for O=C(Oc1ccc(Cl)cc1N1C(=O)CCC1=O)c1ccco1 ?
RAD54 branch: -2; FN deposit inh: -6; esBAF inh: -9

How did c1ccc2ncc(-n3cnnn3)cc2c1 do in these assays?
RAD54 branch: -10; FN deposit inh: -2; esBAF inh: 2

How did CC1(C)CC(=O)C2=C(C1)N(Cc1ccccc1)C(=O)C2(NC(=O)C(C)(C)C)C(F)(F)F (centres undefined) do in these assays?
RAD54 branch: -10; FN deposit inh: -3; esBAF inh: -3

How did CSc1ccccc1NC(=O)C1CC(c2ccccc2O)=NO1 (centres undefined) do in these assays?
RAD54 branch: -5; FN deposit inh: -3; esBAF inh: 24

How did O=C(Nc1ncn[nH]1)c1ccc([N+](=O)[O-])cc1[N+](=O)[O-] do in these assays?
RAD54 branch: -1; FN deposit inh: -4; esBAF inh: -8

Results for COc1cc(OC)c(OC)cc1/C=N/NC(=S)NCC1CCCO1 (centres undefined) ?
RAD54 branch: -5; FN deposit inh: 14; esBAF inh: 4

How did CN(c1ccccc1C(=O)N1CCN(c2ccccc2)CC1)S(C)(=O)=O do in these assays?
RAD54 branch: 11; FN deposit inh: 7; esBAF inh: -4

Results for CCOC(=O)CSc1nc2sc3c(c2c(=O)[nH]1)CC(C)(C)OC3 ?
RAD54 branch: -15; FN deposit inh: -42; esBAF inh: -8

Results for CCOC(=O)Cn1c(=O)oc2cc(S(=O)(=O)N(CCN(C)C)Cc3ccccc3)ccc21 ?
RAD54 branch: -5; FN deposit inh: 8; esBAF inh: -7

What do the screens show for `CCOC(=O)CN1C(=O)c2ccccc2C1=O`?
RAD54 branch: -10; FN deposit inh: 17; esBAF inh: -2

Results for O=C(O)CN(c1ccccn1)S(=O)(=O)c1ccccc1 ?
RAD54 branch: -11; FN deposit inh: 6; esBAF inh: 0

What do the screens show for `S=c1[nH]nc(-c2ccco2)n1Cc1ccccc1`?
RAD54 branch: 5; FN deposit inh: 3; esBAF inh: -4

How did COc1cccc(C(C(=O)NC2CCCCC2)N(C(=O)c2ccco2)c2ccc(-n3cnnn3)c(C)c2)c1 (centres undefined) do in these assays?
RAD54 branch: -2; FN deposit inh: -2; esBAF inh: 2

What do the screens show for `N#CC1=C(N)C(C#N)(C#N)[C@H](c2ccncc2)[C@H]2CN(C(=O)OCc3ccccc3)CC=C12`?
RAD54 branch: -34; FN deposit inh: -14; esBAF inh: -8

How did O=C(Nc1ccc2c(c1)OCCO2)c1cccnc1 do in these assays?
RAD54 branch: -3; FN deposit inh: -5; esBAF inh: 8

Random excerpt: 2 records from the list, in no set order.
Results for O=C(O)CN(c1ccccn1)S(=O)(=O)c1ccccc1 ?
RAD54 branch: -11; FN deposit inh: 6; esBAF inh: 0

How did O=C(Nc1ncn[nH]1)c1ccc([N+](=O)[O-])cc1[N+](=O)[O-] do in these assays?
RAD54 branch: -1; FN deposit inh: -4; esBAF inh: -8

Other records follow.
What do the screens show for `CC(c1ccccc1)n1cnc2ccccc21` (centres undefined)?
RAD54 branch: 9; FN deposit inh: -4; esBAF inh: 0

What do the screens show for `COc1ccccc1NC(=O)CSc1nnc(Cn2nnc(-c3ccccc3)n2)n1-c1ccccc1`?
RAD54 branch: -4; FN deposit inh: -1; esBAF inh: -2

What do the screens show for `COc1ccc(SCC(=O)c2cc(C)c(OC(=S)N(C)C)c(C)c2)cc1`?
RAD54 branch: -12; FN deposit inh: 3; esBAF inh: 4

Results for CC(C(=O)NC1=NCCS1)N1C(=O)c2ccccc2C1=O (centres undefined) ?
RAD54 branch: 6; FN deposit inh: 5; esBAF inh: -8

Results for CCOCCCNC(=O)c1ccc(OC(C)=O)cc1 ?
RAD54 branch: 1; FN deposit inh: 0; esBAF inh: 3

Results for COc1cc2c(cc1NC(C)=O)CCCC2 ?
RAD54 branch: 2; FN deposit inh: -1; esBAF inh: -2

Results for Cc1cccc(C(=O)Oc2csc(=S)n2C(=O)c2cccc(C)c2)c1 ?
RAD54 branch: -6; FN deposit inh: 6; esBAF inh: -5

What do the screens show for `Cc1ccc(C2CN(C)C3(C(=O)Nc4ccccc43)C23COc2ccccc2C3=O)cc1` (centres undefined)?
RAD54 branch: 0; FN deposit inh: -7; esBAF inh: 4

How did O=C1NC2(CCCC2)N=C1c1ccc(F)cc1 do in these assays?
RAD54 branch: 10; FN deposit inh: -20; esBAF inh: -8

How did Cc1cccc(OC(=O)CN2C(=O)C3C4CCC(C4)C3C2=O)c1C (centres undefined) do in these assays?
RAD54 branch: 7; FN deposit inh: -3; esBAF inh: 3

Results for O=C(CSc1nnc2scc(-c3ccccc3)n12)NCc1ccc2c(c1)OCO2 ?
RAD54 branch: -7; FN deposit inh: 13; esBAF inh: -1

Results for Cc1cc(C(F)(F)F)nc(SCC(=O)c2cccc([N+](=O)[O-])c2)n1 ?
RAD54 branch: -5; FN deposit inh: -2; esBAF inh: -7

What do the screens show for `Fc1ccccc1Cn1nnc2c(-n3ccnc3)ncnc21`?
RAD54 branch: -7; FN deposit inh: -17; esBAF inh: -13

What do the screens show for `COc1cc2nc(SCc3ccc(C(F)(F)F)cc3)n(Cc3cccs3)c(=N)c2cc1OC`?
RAD54 branch: 3; FN deposit inh: -4; esBAF inh: -11

What do the screens show for `COc1ccccc1-c1coc2cc(OC(=O)/C=C/c3ccccc3)ccc2c1=O`?
RAD54 branch: 6; FN deposit inh: 4; esBAF inh: 2

Compounds shown so far containing fluorine:
What do the screens show for `CCOC(=O)CSc1nc(-c2ccccc2)nc2ccc(F)cc12`?
RAD54 branch: -14; FN deposit inh: -2; esBAF inh: 2

How did CC(=O)Nc1ccc(NC(=O)Cn2c(-c3ccc(F)cc3)cnc2SCC(=O)Nc2c(C)cccc2C)cc1 do in these assays?
RAD54 branch: -4; FN deposit inh: -10; esBAF inh: -2

How did CC1(C)CC(=O)C2=C(C1)N(Cc1ccccc1)C(=O)C2(NC(=O)C(C)(C)C)C(F)(F)F (centres undefined) do in these assays?
RAD54 branch: -10; FN deposit inh: -3; esBAF inh: -3

How did O=C1NC2(CCCC2)N=C1c1ccc(F)cc1 do in these assays?
RAD54 branch: 10; FN deposit inh: -20; esBAF inh: -8

Results for Cc1cc(C(F)(F)F)nc(SCC(=O)c2cccc([N+](=O)[O-])c2)n1 ?
RAD54 branch: -5; FN deposit inh: -2; esBAF inh: -7

What do the screens show for `Fc1ccccc1Cn1nnc2c(-n3ccnc3)ncnc21`?
RAD54 branch: -7; FN deposit inh: -17; esBAF inh: -13

What do the screens show for `COc1cc2nc(SCc3ccc(C(F)(F)F)cc3)n(Cc3cccs3)c(=N)c2cc1OC`?
RAD54 branch: 3; FN deposit inh: -4; esBAF inh: -11

Next part:
How did O=C(NCc1ccccn1)C(C(=O)c1ccc(F)cc1)n1ccccc1=O (centres undefined) do in these assays?
RAD54 branch: 8; FN deposit inh: 2; esBAF inh: 0

What do the screens show for `COc1cc(C(=O)Nc2ccccn2)cc(OC)c1OC`?
RAD54 branch: 2; FN deposit inh: 0; esBAF inh: -3

What do the screens show for `COC(=O)c1ccccc1NC(=O)c1noc2c1CCCC2`?
RAD54 branch: -6; FN deposit inh: -4; esBAF inh: -4

What do the screens show for `CC(C)CNC(=O)c1ccc(Cl)c(Cl)c1`?
RAD54 branch: -8; FN deposit inh: -5; esBAF inh: 18

What do the screens show for `CC1=NN(C(=O)c2ccc(Br)cc2)C(O)(C(F)(F)OC(F)(F)F)C1` (centres undefined)?
RAD54 branch: 1; FN deposit inh: -1; esBAF inh: -3

How did CCCCCn1c(=O)[nH]c2cc(C(=O)NCCc3ccc(OC)c(OC)c3)ccc2c1=O do in these assays?
RAD54 branch: 0; FN deposit inh: -8; esBAF inh: -4

What do the screens show for `CC1(C)N=C(c2ccc(Cl)cc2Cl)C(=O)N1`?
RAD54 branch: -1; FN deposit inh: 5; esBAF inh: -3

What do the screens show for `Cn1ncc(Br)c1C(=O)N/N=C/c1ccc(OS(=O)(=O)c2ccccc2)cc1`?
RAD54 branch: -6; FN deposit inh: -7; esBAF inh: -2

How did COc1cc(C(=S)N2CCOCC2)cc(OC)c1OS(=O)(=O)c1ccc(NC(C)=O)cc1 do in these assays?
RAD54 branch: 4; FN deposit inh: 16; esBAF inh: -3

Results for CCCCCCc1ccc(-c2ncc(N)cn2)cc1 ?
RAD54 branch: -10; FN deposit inh: -16; esBAF inh: 40

Results for COc1ccc(NC(C)=O)cc1NC(=O)CN1CCN(C(=O)c2ccco2)CC1 ?
RAD54 branch: -3; FN deposit inh: 2; esBAF inh: -3

Results for O=C(COc1ccc2ccccc2c1)NNC(=O)Cc1cccc2ccccc12 ?
RAD54 branch: -4; FN deposit inh: 7; esBAF inh: -1

What do the screens show for `CCOC(=O)c1sc2nc(C)cc(C)c2c1N`?
RAD54 branch: 5; FN deposit inh: 2; esBAF inh: 35

How did O=c1c(-c2nc3ccccc3s2)cccn1Cc1ccc(Cl)cc1 do in these assays?
RAD54 branch: 11; FN deposit inh: 5; esBAF inh: 67*

Results for OC(COC(c1ccc(Cl)cc1)c1ccc(Cl)cc1)CN1CCCC1 (centres undefined) ?
RAD54 branch: 12; FN deposit inh: -9; esBAF inh: -4

Results for COc1nc(/C(N)=N/O)nc(N2CCCCC2)n1 ?
RAD54 branch: 9; FN deposit inh: 6; esBAF inh: -10

How did COc1ccc(S(=O)(=O)NCCCN2CCOCC2)c2ccccc12 do in these assays?
RAD54 branch: 5; FN deposit inh: 12; esBAF inh: 4

Results for CCC(=O)N1CCc2cc(Br)cc(S(=O)(=O)N3CCN(C(=O)c4ccco4)CC3)c21 ?
RAD54 branch: 0; FN deposit inh: -5; esBAF inh: -7

Results for COc1ccc(-c2ccc(/C=C3\C(=O)N(c4ccccc4)N=C3c3ccccc3)o2)c([N+](=O)[O-])c1 ?
RAD54 branch: -8; FN deposit inh: -10; esBAF inh: -13

Results for O=C(CSc1nc(-c2ccccc2)cs1)N1CCc2ccccc21 ?
RAD54 branch: -1; FN deposit inh: -2; esBAF inh: 3

How did COc1ccc(/C=N/n2c(=O)[nH]c3c([nH]c4ccc(Br)cc43)c2=O)cc1CN1CCOCC1 do in these assays?
RAD54 branch: 12; FN deposit inh: -11; esBAF inh: -12

How did Nc1nc(N)nc(-c2ccc(Cl)cc2)n1 do in these assays?
RAD54 branch: 0; FN deposit inh: -7; esBAF inh: inconclusive

What do the screens show for `Cc1ccc(/C=N/NC(=O)CSCc2ccc(Cl)cc2)cc1`?
RAD54 branch: 0; FN deposit inh: -2; esBAF inh: -7

Results for O=C(O)C1CCCCN1S(=O)(=O)c1ccc2ccccc2c1 (centres undefined) ?
RAD54 branch: 6; FN deposit inh: 9; esBAF inh: -1

Assay outcomes: PubChem BioAssay, Broad Institute

This is a subset; the hit share may differ from the screen's.
